BRCT PPI red: inhibitors of human BRCA1 BRCT-phosphoprotein interaction (red fluorophore) | 75,000 compounds, 0.03% hits | Potency, µM (highest dose often 76.9 µM), inactives show at the highest dose activity change, negative = inhibition, hits mostly inhibitors | BRCT-phosphopeptide binding, red fluorescence polarization | AID 892 | P38398; further: on the % scale 0 is the no-effect control and ±100 the full control effect
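Fluorescence polarization: 100 nM His-tagged BRCA1 BRCT with 100 nM TAMRA-labelled phospho-BACH1 decapeptide, phosphate buffer pH 7.3 with 150 mM NaCl, DTT, 0.01% Tween 20; 12 min RT. Binding inhibition seen as FP decrease.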
Tau fil binding: binds recombinant human tau filaments; recombinant tau filaments, thioflavin S fluorescence, 15 h; filaments grown with octadecylsulfate alongside compound; Potency, µM (top dose mostly 57.1 µM), inactives show top-dose activity change, negative = inhibition; 71,000 compounds, 2% hits; AID 596;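 further: potency means the concentration at half of the fitted maximal effect; on the % scale 0 is the no-effect control and ±100 the full control effect; actives lower thioflavin S fluorescence by blocking filaments or displacing dye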
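Quantitative HTS: thioflavine S signal from ODS-induced tau filaments, excited at 450 nm, emission 510 nm. Conditions: 1 uM tau, 30 uM ODS, 15 h at 37 C, pH 7.4.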
HEK293 cAMP cs: counter-screen for TSHR agonists: cAMP increase in parental HEK293. 73,000 compounds, 2.5% hits. AID 938. parental HEK293 CNG cAMP sensor, membrane potential fluorescence. Potency, µM (highest dose often 57.1 µM), without a hit: at the top dose activation, actives largely listed as activators; further: potency means the concentration at half of the fitted maximal effect; % of control where 0% means no effect; nearly all actives have a fitted effect of over 55% in size
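Counterscreen for endogenous-receptor signalling: CNG-channel HEK 293 cells report cAMP rise by membrane depolarization. After 60 min dye equilibration with 100 uM RO 20-1724, compounds incubated 30 min before bottom-read fluorescence at 590 nm.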
Casp7 inh: blocks human caspase-7 allosterically or competitively; recombinant caspase-7, Ac-DEVD-AFC fluorescence rate; 75,000 compounds, 0.02% hits; Potency, µM (doses to about 57.5 µM), for inactives: top-dose activity change, negative = inhibition, hits mostly inhibitors; P55210; AID 889; active means well fitted inhibition curve with a large enough effect in the main read-out, with a control signal flat, not every such curve was filed as active; inconclusive means small, poorly fitted or top-dose-only effect, or a change in a side signal; further: potency means the concentration at half of the fitted maximal effect; % of control where 0% means no effect
Target sequence (P55210 24-198 limits assumed): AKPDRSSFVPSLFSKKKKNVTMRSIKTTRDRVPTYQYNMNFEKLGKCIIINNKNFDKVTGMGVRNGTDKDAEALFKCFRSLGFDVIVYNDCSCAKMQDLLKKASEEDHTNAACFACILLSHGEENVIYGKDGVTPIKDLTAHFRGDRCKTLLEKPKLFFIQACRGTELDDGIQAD
Target sequence (P55210 207-303 limits assumed): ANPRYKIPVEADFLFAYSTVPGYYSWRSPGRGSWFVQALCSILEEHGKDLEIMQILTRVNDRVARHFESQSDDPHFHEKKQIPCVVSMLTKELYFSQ
Pol III holo inh: DNA polymerase III holoenzyme inhibition; 71,000 compounds, 0.25% hits; AID 603; Potency, µM (series often up to 57.1 µM), for inactives: at the highest dose activity change, negative = inhibition; reconstituted DNA polymerase III holoenzyme replication, biochemical; further: potency means the concentration at half of the fitted maximal effect; on the % scale 0 is the no-effect control and ±100 the full control effect
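Reconstituted *E. coli* holoenzyme (0.35 nM Pol III, 1 nM beta, 154 nM SSB, 2 nM primase) was preincubated with compound for 15 min at RT. Synthesis on 1.4 nM ssM13Gori ran 35 min, then was stopped with PicoGreen/EDTA and read as dsDNA fluorescence.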
USP2a inhib: inhibitors of human ubiquitin-specific protease USP2a | USP2a enzymatic assay, qHTS inhibition | Potency, µM (top dose mostly 38.3 µM), without a hit: at the highest dose activity change, negative = inhibition, most hits filed as inhibitors | 60,000 compounds, 0.1% hits | AID 927;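 further: potency means the concentration at half of the fitted maximal effect; nearly all actives have a fitted effect of over 60% in size; plate controls were DMSO for no effect and NEM full inhibition control for full effect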
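Inhibition is measured in a cell-free coupled assay with 20 nM USP2 core, 20 nM Ub-PLA2 and 20 uM NBD C6-HPC, 2.5 h incubation. Activity normalized to NEM control.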
HADH2 inh: blocks human hydroxyacyl-CoA dehydrogenase type II. Q99714. recombinant HADH2, NADH fluorescence, beta-hydroxybutyryl-CoA. Potency, µM (top dose mostly 57.1 µM), for inactives: top-dose activity change, negative = inhibition, actives largely listed as inhibitors. 73,000 compounds, 3.4% hits. AID 886; further: potency means the concentration at half of the fitted maximal effect; on the % scale 0 is the no-effect control and ±100 the full control effect; nearly all actives have a fitted effect of over 60% in size; many of its hits are not listed in these tables
Target sequence (Q99714 whole entry, looked up, one chain of several): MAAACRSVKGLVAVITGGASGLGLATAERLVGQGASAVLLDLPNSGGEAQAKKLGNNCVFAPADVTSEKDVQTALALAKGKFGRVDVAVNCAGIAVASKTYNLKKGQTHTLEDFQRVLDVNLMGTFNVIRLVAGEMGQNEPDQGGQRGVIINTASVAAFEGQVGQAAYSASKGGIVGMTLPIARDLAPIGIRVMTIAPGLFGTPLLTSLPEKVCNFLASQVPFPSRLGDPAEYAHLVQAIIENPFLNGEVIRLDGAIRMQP
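His-tagged recombinant enzyme from E. coli, 20 nM, preincubated 15 min RT with compound; reaction started with 1 mM NAD+ and 90 uM beta-hydroxybutyryl-CoA in 100 mM Tris-HCl pH 9.0. NADH fluorescence (ex 360/em 450) read over 4 min; last-minus-first difference.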
BRCT PPI green: blocks human BRCA1 BRCT binding to phosphopeptide, green readout; P38398; Potency, µM (top dose mostly 76.9 µM), for the others: top-dose activity change, negative = inhibition, most hits filed as inhibitors; BRCA1 BRCT-phosphopeptide binding, green fluorescence polarization; 75,000 compounds, 0.05% hits;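 further: potency means the concentration at half of the fitted maximal effect; plate controls were peptide without protein for full effect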
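Compounds were incubated for 12 min at room temperature with a complex of 100 nM fluorescein-tagged pBACH1 decapeptide and 250 nM His-tagged BRCT protein. Buffer was phosphate pH 7.3 with EDTA, DTT and Tween 20. Disruption of binding lowers the polarization signal.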
Rhodamine autofl: compound fluoresces in the rhodamine spectral region. 59,000 compounds, 0.05% hits. Rhodamine-region fluorescence, 547/598 nm, Tris buffer; active compounds read high. max dye-equivalent concentration, M; in the data active means max dye-equivalent concentration above about 11 nM; inconclusive means between about 1.1 nM and that limit
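qHTS spectral profiling of compounds without any target or enzyme present, in pH 8.0 Tris buffer; plates were read after a 15-minute room-temperature incubation using the rhodamine-region filter set.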
Caspase-1 inhib: allosteric or competitive inhibitors of human caspase-1; P29466; Caspase-1 enzyme, Ac-WEHD-AFC fluorogenic rate; Potency, µM (top dose mostly 57.5 µM), inactives show at the top dose activity change, negative = inhibition, usual class: inhibitors; 75,000 compounds, 0.03% hits;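 further: potency means the concentration at half of the fitted maximal effect; plate controls were vehicle for no effect and no substrate for full effect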
Target sequence (P29466 120-297 limits assumed): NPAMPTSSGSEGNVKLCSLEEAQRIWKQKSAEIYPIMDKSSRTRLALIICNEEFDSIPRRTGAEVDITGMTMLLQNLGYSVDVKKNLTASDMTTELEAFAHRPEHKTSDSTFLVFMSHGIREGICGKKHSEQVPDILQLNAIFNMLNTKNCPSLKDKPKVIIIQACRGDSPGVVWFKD
Target sequence (P29466 317-404 limits assumed): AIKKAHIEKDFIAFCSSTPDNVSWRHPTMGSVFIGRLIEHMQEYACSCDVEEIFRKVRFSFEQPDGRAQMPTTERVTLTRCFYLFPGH
15-hLO inh: inhibitors of human 15-lipoxygenase (ALOX15); purified 15hLO-1, xylenol orange hydroperoxide absorbance; Potency, µM (doses to about 57.1 µM), for the others: top-dose activity change, negative = inhibition, most hits filed as inhibitors; 74,000 compounds, 1.4% hits; AID 887; further: potency means the concentration at half of the fitted maximal effect; on the % scale 0 is the no-effect control and ±100 the full control effect; nearly all actives have a fitted effect of over 55% in size
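40 nM 15hLO-1 + cpd, 15 min RT; start w/ 50 uM AA (final), 6 min RT; stop/detect w/ 200 uM XO + 300 uM Fe(II) in 50 mM H2SO4, 30 min; A573/A405. Buffer 25 mM Hepes pH 7.5, 0.01% Triton X-100. No-enzyme wells as negative control.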
An asterisk follows results filed as active; i = inactive; ? = inconclusive; · = no result given; & = joins results of further samples; [ ] = remark or other dose. Unless noted, the call rests on the fitted dose curve; in most records, active means well fitted curve in the direction sought with a large enough effect; inconclusive means small, poorly fitted or top-dose-only effect, or another doubt; inactive means no such curve, though single readings can be large; an effect the other way counts as inactive or inconclusive. A portion of the library, so the mix of outcomes need not match the whole.

# | mol | BRCT PPI red | Tau fil binding | HEK293 cAMP cs | Casp7 inh | Pol III holo inh | USP2a inhib
1 | CCOC(=O)N1CCN(C(=O)c2ccc3c(=O)n(CCC4=CCCCC4)c(=S)[nH]c3c2)CC1 | -2.4% | 107% | 14% | -7% | -4% | 4%
2 | CCn1nnnc1-c1ccc(OC)c(S(=O)(=O)Nc2ccc(C(=O)OC)cc2)c1 | 0.5% | 3% | -1% | 0% | -2% | 0%
3 | COc1ccccc1Nc1ncc(C(=O)N2CCC(C(N)=O)CC2)c2ccccc12 | 0.4% | 5% | 10% | -24% | -3% | 4%
4 | CCOC(=O)n1c(SCC(=O)N(CC)CC)nc2ccccc21 | -1.1% | 9% | ? | -1% | -4% | 4%
5 | Cc1csc(=O)n1CC(=O)OCc1cccc2ccccc12 | 1.2% | -2% | -1% | 0% | -9% | 2%
6 | COC(=O)c1c(C)oc(C)c(C(=O)OC)c1=O | 1.8% | 8% | 11% | 0% | -2% | -5%
7 | Cc1cc2c(cc1C)N(CC(=O)N1CCCC1)C(=O)CC(c1ccccc1)=N2 | -1.5% | 14% | 9% | -2% | -2% | 135%[activator]
8 | O=C1c2cccnc2C(=O)N1Cc1ccccc1 | 1.8% | -12% | -1% | 2% | 5% | ·
9 | O=c1c(-c2ccc(F)c(F)c2)nc2cncnc2n1C1CC1 | 1.3% | -5% | 17% | -6% | -5% | 11%
10 | COC(=O)Cc1[nH]nc2c1C1(CCSCC1)C(C#N)=C(N)O2 | -0.2% | -1% | 2% | 0% | -1% | -1%
11 | CC(C)Cn1c(CN2CCN(c3ccccc3F)CC2)nc2c1c(=O)[nH]c(=O)n2C | -1.0% | -10% | 7% | 3% | -9% | ·
12 | Cc1cccc(NC2=NCC(=O)N2Cc2ccccc2)c1 | -1.1% | -7% | 0% | -1% | 2% | -3%
13 | COc1ccc(CNc2cc(-c3cccnc3)ncn2)c(OC)c1 | -0.1% | 0% | ? | -2% | -2% | 26%
14 | Nc1nc(NC(=O)c2cccnc2)nn1-c1ccccc1 | 1.1% | -10% | -1% | -1% | -7% | -7%
15 | CO[C@H]1COC(=O)C/C=C\[C@@H](C)COC(=O)[C@@H](CCSC)NC(=O)C/C=C\[C@@H]1C | -0.5%&1.3%[15.4 µM] | · | 3%&6%[11.4 µM] | -1%&2%[11.5 µM] | · | ·

# | HADH2 inh | BRCT PPI green | Rhodamine autofl | Caspase-1 inhib | 15-hLO inh
1 | 6% | -0.1% | · | -4% | 2%
2 | -1% | 0.4% | i | 2% | 3%
3 | -5% | 0.9% | i | ? | 3%
4 | -2% | 0.6% | i | -2% | -16%
5 | -3% | 1.0% | i | 1% | -2%
6 | 2% | -4.1% | i | -3% | 7%
7 | 13% | 0.8% | i | 0% | -2%
8 | 0% | 0.5% | · | -1% | 4%
9 | -7% | -3.2% | i | -2% | -27%
10 | -13% | 0.0% | i | -3% | -1%
11 | 3% | -0.7% | · | -6% | 8%
12 | -10% | 0.2% | i | 1% | -18%
13 | 16% | -1.3% | i | -3% | 2%
14 | 12% | -0.4% | i | -2% | -1%
15 | 10%&3%[11.4 µM] | -2.4%&-0.3%[15.4 µM] | · | -1%&0%[11.5 µM] | 5%&14%[11.4 µM]

Next section, starting with the last five of the part before.
# | mol | BRCT PPI red | Tau fil binding | HEK293 cAMP cs | Casp7 inh | Pol III holo inh | USP2a inhib
11 | CC(C)Cn1c(CN2CCN(c3ccccc3F)CC2)nc2c1c(=O)[nH]c(=O)n2C | -1.0% | -10% | 7% | 3% | -9% | ·
12 | Cc1cccc(NC2=NCC(=O)N2Cc2ccccc2)c1 | -1.1% | -7% | 0% | -1% | 2% | -3%
13 | COc1ccc(CNc2cc(-c3cccnc3)ncn2)c(OC)c1 | -0.1% | 0% | ? | -2% | -2% | 26%
14 | Nc1nc(NC(=O)c2cccnc2)nn1-c1ccccc1 | 1.1% | -10% | -1% | -1% | -7% | -7%
15 | CO[C@H]1COC(=O)C/C=C\[C@@H](C)COC(=O)[C@@H](CCSC)NC(=O)C/C=C\[C@@H]1C | -0.5%&1.3%[15.4 µM] | · | 3%&6%[11.4 µM] | -1%&2%[11.5 µM] | · | ·
16 | Cc1ccc2c(CC(=O)Nc3sccc3C(N)=O)coc2c1 | 0.2% | -6% | -9% | -2% | -3% | 23%
17 | CC(=O)OC1CCC2(C)C3CC(=O)C4(C)C(CC5OC6(CCC(C)CO6)C(C)C54)C3CC[C@H]2C1 (stereo partly drawn) | 0.2% | · | · | 1% | · | -11%
18 | COc1ccc(Br)cc1C(=O)Nc1nnn(C)n1 | -0.1% | 1% | 0% | 2% | -3% | -3%
19 | CCn1c(NCCc2ccc(OC)c(OC)c2)nc2c1c(=O)n(C)c(=O)n2C | 0.6% | -18% | 2% | 0% | -8% | 2%
20 | CCOC(=O)c1cc(C#N)c(SCc2ccc(C#N)cc2)nc1C | -2.0% | 8% | 32µM* | -24% | 1% | 4%
21 | Cc1c(C(=O)NCC2CCCO2)oc2ccc3c(c12)C(=O)CC(C)(C)O3 (stereo not drawn) | -2.6% | · | -4% | -1% | · | ·
22 | Cc1cccc(OCCCn2ccnc2)c1 | 0.3% | -8% | 7% | 0% | 0% | -4%
23 | COc1ccc(C(=O)Nn2cnc3scc(-c4cccs4)c3c2=O)c(O)c1 | 1.4% | 0% | 29% | -4% | -7% | 16%
24 | Cc1c(NC(=O)c2ccc(N3C(=O)C4C5C=CC(C5)C4C3=O)cc2)c(=O)n(-c2ccccc2)n1C (stereo not drawn) | -0.3% | 13% | ? | -1% | 0% | 0%
25 | CCOC(=O)N1CCN(C(=O)CCC(=O)N2CCOc3ccc(C)cc32)CC1 | 0.6% | 5% | 3% | 1% | -4% | 16%
26 | COc1cc(C(=O)N2CCC(NC(=O)C(Cc3ccccc3)NC(C)=O)CC2)cc(OC)c1OC (stereo not drawn) | 2.3% | 5% | -4% | 0% | 0% | -3%
27 | CCCC(=Nc1ccccc1)C1=C(O)C(C(=O)OC)C(C)(C)CC1=O (stereo not drawn) | -1.4% | 11% | -2% | -5% | -1% | -6%
28 | Clc1ccc(CN2CCCN(Cc3ccc(Cl)cc3)C2c2cc3ccccc3c3ccccc23)cc1 | 0.7%[15.4 µM] | -24%[11.4 µM] | 5%[11.4 µM] | 0%[11.5 µM] | 3%[11.4 µM] | ·
29 | C=CCNC(=O)CN(c1ccc(F)c(Cl)c1)S(C)(=O)=O | -0.7% | -6% | -1% | 1% | -6% | -1%
30 | COc1ccccc1C(=O)NCC(c1cccnc1)N(C)C (stereo not drawn) | -0.8% | 4% | 1% | 0% | -2% | -3%
31 | O=C(C1CC1)N1CCN=C1SCc1ccccc1Cl | -1.0% | 3% | 14% | 0% | -5% | ·
32 | O=C(Nc1ccc(F)cc1)NC1CCN(Cc2nnnn2Cc2ccco2)CC1 | -2.1% | 4% | -2% | -7% | -4% | ·
33 | CC1=CC(=O)CC(C)(C)[C@]1(O)/C=C\C(C)=C\C(=O)O | -0.4%[15.4 µM] | -12%[11.4 µM] | 3%[11.4 µM] | 2%[11.5 µM] | -3%[11.4 µM] | ·

# | HADH2 inh | BRCT PPI green | Rhodamine autofl | Caspase-1 inhib | 15-hLO inh
11 | 3% | -0.7% | · | -6% | 8%
12 | -10% | 0.2% | i | 1% | -18%
13 | 16% | -1.3% | i | -3% | 2%
14 | 12% | -0.4% | i | -2% | -1%
15 | 10%&3%[11.4 µM] | -2.4%&-0.3%[15.4 µM] | · | -1%&0%[11.5 µM] | 5%&14%[11.4 µM]
16 | -8% | -1.0% | i | 4% | -10%
17 | · | -0.6%[3.08 µM] | · | 0% | 7%
18 | -2% | 0.2% | i | 1% | 6%
19 | 3% | -0.9% | i | -2% | -2%
20 | 10% | 2.8% | i | -10% | 3%
21 | 20µM* | 1.5% | · | -4% | -4%
22 | 12% | 0.3% | i | 0% | 23%
23 | -14% | 0.1% | i | -4% | -23%
24 | 13% | -1.0% | i | 1% | 7%
25 | 7% | 0.0% | i | 2% | -6%
26 | -1% | -1.5% | i | 3% | -7%
27 | 2% | -1.5% | · | -6% | -2%
28 | 3%[11.4 µM] | -1.2%[15.4 µM] | i | 4%[11.5 µM] | 8%[11.4 µM]
29 | 4% | -0.6% | i | -1% | -1%
30 | -11% | -1.3% | i | -1% | -7%
31 | 4% | 0.6% | · | 3% | -1%
32 | -25% | 8.1% | i | -7% | -3%
33 | -1%[11.4 µM] | 0.8%[15.4 µM] | i | 0%[11.5 µM] | 0%[11.4 µM]

Source: PubChem BioAssay (National Center for Advancing Translational Sciences (NCATS))
